Assay outcomes as filed in PubChem.
SDO1 yeast rescue: compounds rescuing growth of sdo1-depleted yeast, bone marrow failure model; S. cerevisiae sdo1-depleted JHY4D growth rescue, OD600 30 h; active compounds read high; pdr5 snq2 efflux-pump mutant strain; 0.21% of 140,000 active; z-score at 10 µM;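 active means z-score above 3 at both the 24 hr and the 30 hr optical density reads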;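 further: z-score against mean and SD of all compound wells on the same plate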
Insulin prom inh: TRM-6 insulin promoter activity inhibition; AID 1273; inhibition, % at 2 µM; 0.9% of 130,000 active; TRM-6 cells (human fetal islet line), insulin promoter-eGFP reporter, imaging; reporter expression induced with tamoxifen;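 active means inhibition above the mean plus 3 SD, with well images judged a real hit on visual review, cut at about 60% in these data, passing the limit was not always enough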
SDO1 yeast rescue Rescue 24 h: further read-out of SDO1 yeast rescue, marked with its call; z-score; S. cerevisiae sdo1-depleted JHY4D growth rescue, OD600; measured here: growth rescue at 24 h;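 0 is the plate mean of compound wells and units are plate SD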
Active calls of the source: *; i = inactive; . = no result given.

SMILES | SDO1 yeast rescue | SDO1 yeast rescue Rescue 24 h | Insulin prom inh
Cc1cc(N(CC(=O)O)S(C)(=O)=O)ccc1Br | 0.83 | 0.28 | -172
Oc1ccc(-c2[nH]ncc2-c2nc3ccccc3s2)c(O)c1 | . | . | 33
O=C(C1=NN(c2ccccc2)C2C(=O)N(c3ccc(Cl)cc3)C(=O)C12)c1ccccc1 (stereo not given) | -0.05 | -0.01 | 16
COc1ccc(C(=O)CSc2nnc(CN3CCCC3)n2-c2ccc(F)cc2)c(OC)c1 | 0.58 | 0.19 | -85
CN(C)S(=O)(=O)c1cc(NC(=O)[C@H](Cc2ccccc2)N2C(=O)c3ccccc3C2=O)ccc1Cl | -0.23 | -0.34 | -414
CCn1cc(C(=O)OC)c(=O)c2cc(S(=O)(=O)N(C)C3CCCCC3)ccc21 | . | . | -14
CCOC(=O)c1cnc(SC)nc1Oc1cccc(NC(=O)c2cccc(Cl)c2Cl)c1 | -0.71 | -0.32 | -27
COc1ccc(C(C)=O)c2c(O)cccc12 | 1.8 | 2.9 | .
CCC(C)(c1ccc(C=O)s1)c1ccc(C=O)s1 | -0.29 | -0.67 | 10
C=CCNC(=O)NC(=O)COC(=O)c1nc2nccc(C)n2n1 | . | . | -100
COc1ccc(NC(=O)C(=O)NCCN2CCN(C(=O)c3ccco3)CC2)cc1 | . | . | 29
CCOc1cc(CNc2ccc3[nH]c(=O)[nH]c3c2)ccc1OCC(=O)NC(C)(C)C | 0.24 | -0.03 | 38
Cc1cccc(N=C2NC(=O)S/C2=C\c2ccco2)c1 | -0.12 | 0.56 | .
C=COCCn1c(=N)n(CCC)c2ccccc21 | 0.05 | -0.4 | .
CN(Cc1ccccc1)C(=O)COC(=O)C1=NNC(=O)CC1 | 1.6 | 0.34 | 3

4 entries picked at random from the list so far, as already listed:
SMILES | SDO1 yeast rescue | SDO1 yeast rescue Rescue 24 h | Insulin prom inh
CN(C)S(=O)(=O)c1cc(NC(=O)[C@H](Cc2ccccc2)N2C(=O)c3ccccc3C2=O)ccc1Cl | -0.23 | -0.34 | -414
Cc1cc(N(CC(=O)O)S(C)(=O)=O)ccc1Br | 0.83 | 0.28 | -172
C=CCNC(=O)NC(=O)COC(=O)c1nc2nccc(C)n2n1 | . | . | -100
CCOC(=O)c1cnc(SC)nc1Oc1cccc(NC(=O)c2cccc(Cl)c2Cl)c1 | -0.71 | -0.32 | -27

Additional entries.
SMILES | SDO1 yeast rescue | SDO1 yeast rescue Rescue 24 h | Insulin prom inh
c1ccc(-n2nnnc2-c2cnc(-c3cccnc3)nc2-c2cccs2)cc1 | -1.2 | -0.78 | -6
COc1ccc(N2C(=O)NC3CC2(C)Oc2ccccc23)cc1OC (stereo not given) | 0.79 | -0.24 | 6
Cc1ccc(SCCNS(=O)(=O)c2ccc3c(c2)OCCO3)cc1 | -3 | -1.8 | -50
CC(C)Cn1c(N)c(C(=O)COC(=O)c2cc(C3CC3)nc3ccccc23)c(=O)n(C)c1=O | -0.5 | -1.4 | 25
COC(=O)c1ccc2c(c1O)C(=O)c1ccccc1C2=O | -2 | -1.3 | -24
COc1ccc(Cn2c(=S)[nH]c3cc(C(=O)NCc4cccnc4)ccc3c2=O)cc1 | . | . | 33
COc1cc(S(=O)(=O)Nc2ccccc2)ccc1N=Cc1c(C)[nH]n(-c2ccc(C)cc2)c1=O | -0.55 | -0.89 | 41
CC1=C(C(=O)OC(C)C)C(c2cccs2)NC(=S)N1 (stereo not given) | -0.13 | -0.6 | .
COCC(C)NC(=O)c1cccc(Cl)c1 (stereo not given) | 0.18 | 0.52 | 0
COC(=O)[C@H](Cc1ccccc1)NC(=O)Nc1ccc(C)cc1 | 0.89 | 0.82 | -31
CCCCN(CC)S(=O)(=O)N1CCC(C(=O)NCc2ccc(F)cc2)CC1 | -1.1 | -0.59 | -44
O=C(NCc1ccco1)c1cc(-c2ccc(Cl)cc2)on1 | -1.7 | -1.4 | .
O=C(CSc1nc2c(c(=O)n1-c1ccc(F)cc1)SCC2)Nc1ccc2c(c1)OCO2 | . | . | 22
CCCS(=O)(=O)N1CCC(C(=O)c2cccc(C(F)(F)F)c2)CC1 | 0.2 | 0.34 | .
O=C(O)Cc1ccc(OCc2ccc(Cl)nc2)cc1 | . | . | 19
CCSc1nc2ccccc2n1S(=O)(=O)c1ccccc1 | -0.88 | -1.4 | .
Cc1ccc(CN2C(=O)CCC2C(=O)NCc2ccc(F)cc2)cc1 (stereo not given) | 0.6 | 0.71 | -13
CCOC(=O)c1ccc(-c2ccc(/C=C(\C#N)C(=O)NCC3CCCO3)o2)cc1 (stereo not given) | -1 | -0.61 | .
O=c1c2cccnc2[nH]c(=S)n1Cc1ccccc1 | 0.45 | 0.7 | .
O=C(O)Cn1c(SCCOc2ccccc2)nc2ccccc21 | 0.48 | 0.6 | 45
COc1ccc(CN2CCn3nc(C(=O)NC4CC4)cc3C2=O)cc1 | . | . | 35
O=C(CC12CC3CC(CC(C3)C1)C2)Nc1ccc2c(c1)COC2=O | -1 | -1.1 | -2
COc1cc(/C=N\NC(=O)c2nonc2N)c(OC)cc1Br | 1.2 | 0.33 | 8
O=C(NCC1CCCO1)c1cc(NS(=O)(=O)c2cccs2)cc(NS(=O)(=O)c2cccs2)c1 (stereo not given) | . | . | -27
Cc1ccc(C(=O)c2ccccc2C(=O)OCC(=O)NCCc2ccccc2)cc1 | -0.1 | 0.27 | -33
O=C1NC2(CCCCCC2)C(=O)N1Cc1ccc([N+](=O)[O-])cc1 | 0.78 | 1.5 | .
COc1ccccc1NC(=S)NC1CCC(CC2CCC(NC(=S)Nc3ccccc3OC)CC2)CC1 (stereo not given) | -1.1 | -0.88 | .
O=[N+]([O-])c1ccc2[nH]c3c(c2c1)CCCC3 | . | . | 0
COc1cc(C2NC(=S)NC(C)=C2C(=O)Nc2ccc(C)cc2)ccc1O (stereo not given) | . | . | -7
CC1(C)CC(=O)C2=C(C1)c1c(ccc3ccccc13)NC2c1cc([N+](=O)[O-])cc([N+](=O)[O-])c1O (stereo not given) | . | . | -38
CCCCc1ccc(S(=O)(=O)NCCc2ccncc2)cc1 | -2.3 | -1.5 | -21
CCOC(=O)c1c(NC(=O)c2cccnc2)sc(C(C)=O)c1C | -0.37 | -0.43 | .
CCOC(=O)c1c(NC(=O)c2ccc(-n3cnnn3)cc2)sc2c1CCCC2 | 1.1 | 2.5 | -56
CCCCC(=O)Nc1ccc(NC(=S)NC(=O)c2cccs2)cc1OC | -0.1 | -0.02 | -6
Cc1nc(SCc2ccccc2)nc2c1CCC2 | . | . | 27
c1ccc2c(c1)c1ccccc1n2CN1CCOCC1 | -0.61 | -0.64 | 40
Cc1ccc(/C=N/N2CCN(c3ccncc3S(=O)(=O)N3CCCCC3)CC2)cc1 | 0.08 | 0.31 | -13
CCOC(=O)c1cc(C)sc1/N=C/C1C(=O)CCCC1=O | 0.31 | 0.01 | -13
O=[N+]([O-])c1ccc(-c2csc(NN=C3CCCC3)n2)cc1 | . | . | 38
COc1ccc(/C=N/NC(=O)c2cc(-c3cccn3C)n[nH]2)cc1OC | 0.67 | 0.26 | 31
CN1CCN(C(=O)c2ccc(Cl)c(S(=O)(=O)N3CCCCC3)c2)CC1 | -0.05 | -0.18 | 15
COc1ccc([N+](=O)[O-])cc1NC(=O)CCC(=O)c1cccs1 | . | . | -17
Cn1c(SCC(=O)Nc2ccc(N3CCOCC3)c(Cl)c2)nnc1-c1ccccc1 | . | . | i
COc1ccccc1NCC(=O)N/N=C(\C)c1cccs1 | . | . | 0
CCCCC#Cc1ccccc1CC(=O)Nc1ccccc1 | -1 | -1.1 | 14
O=C(CNc1ccccc1)N/N=C/c1c[nH]c2ccccc12 | 0.78 | 0.8 | 7
CCc1cccc(CC)c1NC(=O)Cn1c(-c2ccccc2Cl)nc2ccccc21 | -0.59 | -0.27 | -13
CCCCC(CC(O)COCCC)C(=O)NN (stereo not given) | . | . | 8
Cc1cc(C)c(C)c(S(=O)(=O)N2CCN(CC(=O)Nc3sccc3C#N)CC2)c1C | 0.26 | 0.19 | -48
CCOC(=O)c1sc2cc([N+](=O)[O-])cc(SCCO)c2c1N | 0.34 | 0.34 | -50
Oc1[nH]c(=S)sc1/C=C1\C(c2ccccc2)=Nc2ccccc21 | -0.14 | 3.6 | .
O=C(Cc1ccc(F)cc1)Oc1ccc(C(=S)N2CCCC2)cc1 | 0.09 | 0.18 | 17
Cc1ccc(S(=O)(=O)N/N=C/c2ccc(OCC(=O)NC(C)C)cc2)cc1 | . | . | -30
CCOC(=O)c1ccc(NC(=O)C2(c3ccccc3)CCOCC2)cc1 | 0.62 | 1.1 | 68
CN(c1ccccc1)S(=O)(=O)c1ccc(C(=O)Nc2nccs2)cc1 | -0.45 | -1 | .
CCCCN1CNC(=S)N(CCc2ccccc2)C1 | -0.08 | -0.32 | .
C/C(=N\NC(=O)C(N)=O)c1ccc2c(c1)OCCO2 | . | . | -41
COC(=O)c1cc(Cl)c(NC(=O)c2ccc(C(C)(C)C)cc2)cc1OC | -0.26 | 0.26 | 0
COC(=O)c1cccc(Cn2c(Cl)c(/C=N/NC(=O)c3ccccc3Cl)sc2=O)c1 | -0.1 | -0.39 | 24
CN(C)CCC#CC(O)(c1ccccc1)c1ccccc1 | 0.31 | -0.38 | 7
Other records.
SMILES | SDO1 yeast rescue | SDO1 yeast rescue Rescue 24 h | Insulin prom inh
O=C(COC(=O)c1cc(Cl)nc2ccccc12)c1ccc(Cl)cc1 | -1.2 | -0.5 | 26
CCOP(=O)(O)c1ccccc1OCCCCCOc1ccccc1P(=O)(O)OCC | 0.08 | -0.25 | -3
O=C(OCc1nc2ccccc2s1)C1CCN(S(=O)(=O)c2cccs2)CC1 | 0.64 | -0.06 | -21
CN(C)c1nc(C(N)=O)nc(N2CCOCC2)n1 | 0.74 | -0.21 | 37
O=C(OC1CCCCC1=O)c1cc(=O)c2ccccc2o1 (stereo not given) | 0.38 | 0.44 | 18
CC(=O)C1=C(O)CC(c2ccccc2)CC1=NCCc1c(C)[nH]c2ccc(C)cc12 (stereo not given) | -0.59 | -0.93 | 5
CC1(c2ccccn2)Nc2ccccc2-c2nc3ccccc3n21 (stereo not given) | 0.06 | -0.23 | 14
COc1ccc(C=C(c2nc3ccccc3s2)c2nc3ccccc3s2)cc1O | -1.2 | 0.51 | -69
CS/C(=N\S(=O)(=O)c1ccccc1)c1ccccc1 | 0.98 | 1.1 | 0
COc1ccc(-n2c(Cc3cccn3C)nnc2SCC(=O)NCC2CCCO2)cc1 (stereo not given) | 0.9 | 1.4 | .
CC(=O)N(C)/C=C1\Sc2ccccc2C1=O | -0.68 | -1 | -29
CCOC(=O)COC(=O)c1ccc(Oc2cc(C)nc(SC)n2)cc1 | -0.63 | -0.77 | -28
CCC1CCCCN1c1nc2c(C=O)c(C)nn2c2ccccc12 (stereo not given) | -0.23 | -0.25 | -71
Cc1ccc(S(=O)(=O)NCc2cn3c(C)csc3n2)cc1 | 0.98 | 0.63 | .
Cc1cc(C)n2ncc(C(=O)Nc3ccc(Cl)c(Cl)c3)c2n1 | . | . | -5

Some of these compounds in order of length of the SMILES, ascending:
SMILES | SDO1 yeast rescue | SDO1 yeast rescue Rescue 24 h | Insulin prom inh
CC(=O)N(C)/C=C1\Sc2ccccc2C1=O | -0.68 | -1 | -29
CN(C)c1nc(C(N)=O)nc(N2CCOCC2)n1 | 0.74 | -0.21 | 37
O=C(OC1CCCCC1=O)c1cc(=O)c2ccccc2o1 (stereo not given) | 0.38 | 0.44 | 18
CC1(c2ccccn2)Nc2ccccc2-c2nc3ccccc3n21 (stereo not given) | 0.06 | -0.23 | 14
Cc1cc(C)n2ncc(C(=O)Nc3ccc(Cl)c(Cl)c3)c2n1 | . | . | -5
O=C(COC(=O)c1cc(Cl)nc2ccccc12)c1ccc(Cl)cc1 | -1.2 | -0.5 | 26
CC(=O)C1=C(O)CC(c2ccccc2)CC1=NCCc1c(C)[nH]c2ccc(C)cc12 (stereo not given) | -0.59 | -0.93 | 5

Continued.
SMILES | SDO1 yeast rescue | SDO1 yeast rescue Rescue 24 h | Insulin prom inh
O=C(COC(=O)c1ccncc1)NC(=O)C1CCCCC1 | -0.08 | -1 | -5
COc1cccc(-c2cc(N)nn2C(=O)Nc2ccc(Cl)cc2)c1 | -1.7 | -1.1 | .
CN1CCN(C2=C(Cl)C(=O)N(Cc3ccccc3)C2=O)CC1 | -0.94 | -0.78 | .
O=C(Nc1cccs1)Nc1ccccc1Cl | -0.52 | -0.03 | .
COc1ccc2nc(SCc3cccnc3)c(C#N)cc2c1 | -1.5 | -0.98 | 0
CN1CCN(C(=O)c2ccccc2NC(=O)C(C)(C)C)CC1 | 0.25 | -0.14 | 41
CCc1ccc(NS(=O)(=O)c2ccc(OC)c(C)c2)cc1 | -1.4 | -1.1 | .
Cc1ccc2c(c1)c(Sc1ccccc1)c(CC(=O)O)n2C | 0.53 | 0.28 | 63
Cn1cc([N+](=O)[O-])c(C(=O)N/N=C/c2ccc([N+](=O)[O-])cc2)n1 | 0.37 | 0.41 | -52
CC(C)(C)N=C1C([N+](=O)[O-])=CC=C2C1=NC1(CCCCC1)N2O | -0.93 | -0.42 | -10
Cc1cc(C)c(C#N)c(SCCS(=O)(=O)Cc2ccccc2)n1 | -0.28 | 0.12 | 30
C=CCNC(=O)CCNS(=O)(=O)c1ccc(Br)cc1 | 1 | -0.7 | .
CC(C)n1c(SC2C(=O)CC(C)(C)CC2=O)nc2c1c(=O)n(C)c(=O)n2C | 0.28 | -0.32 | -40

No new results follow: entries from further up.
SMILES | SDO1 yeast rescue | SDO1 yeast rescue Rescue 24 h | Insulin prom inh
CC(C)(C)N=C1C([N+](=O)[O-])=CC=C2C1=NC1(CCCCC1)N2O | -0.93 | -0.42 | -10
Cc1cc(C)c(C#N)c(SCCS(=O)(=O)Cc2ccccc2)n1 | -0.28 | 0.12 | 30
C=CCNC(=O)CCNS(=O)(=O)c1ccc(Br)cc1 | 1 | -0.7 | .
CC(C)n1c(SC2C(=O)CC(C)(C)CC2=O)nc2c1c(=O)n(C)c(=O)n2C | 0.28 | -0.32 | -40
